# NOD2 RIPK2 PPI: NOD2-RIPK2 binding disruptors in cells, primary screen, fluorescence, CHO cells, BLA complementation | Receptor-interacting serine/threonine-protein kinase 2 (Homo sapiens), O43353 | CCF4 ratio | inhibition, % at 4.98 µM | 360,000 compounds, 0.38% hits | AID 624267, 2012; in the data active = inhibition above about 21%;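 also: 0% = vehicle only and 100% = reference blocker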
# MC4R antagonist: MC4R antagonists of cAMP signaling, primary screen, cell-based, TR-FRET, antagonist arm of biased-ligand search; Melanocortin receptor 4 (Homo sapiens), P32245; MC4R-expressing cells, MTII-stimulated cAMP, LANCE TR-FRET; inhibition, % at 6.5 µM; 360,000 compounds, 0.48% hits; AID 540295, 2011;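 active = inhibition above its plate's cutoff, the mean of tested wells on that plate plus 3 SD, cut at about 29% in these data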;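 also: 0% = Melanotan II alone and 100% = Melanotan II plus saturating MCL0020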
#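 Assay system: U2OS cells stably expressing human melanocortin 4 receptor (MC4R) / Dosing: 6.5 µM / Timing: compound 30 min, challenge 1 h, detection 1 h / Measured by: Eu-cAMP/anti-cAMP TR-FRET, emission 671 nm / Replicates: singlicate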
# MC4R barr agon: MC4R agonists recruiting beta-arrestin, primary screen, cell-based, luminescence, agonist arm of biased-ligand search. 360,000 compounds, 0.98% hits. U2OS MC4R beta-arrestin complementation; percent of melanotan II response, DMSO zero. activation, % at 8.9 µM;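 active = activation above a per-plate cutoff, the mean activation of sample wells on that plate plus 3 SD, cut at about 8% in these data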
# Glyco luc inh: increase of ERlucT glycosylation luciferase signal, primary screen, N-linked glycosylation inhibitor project, D54 ERlucT cells, luminescence, set 2; D54 ERlucT glycosylation luciferase reporter, 24 h; percent of 100 nM tunicamycin response; reporter increase, % at 12.5 µM; 360,000 compounds, 0.23% hits; AID 588692, 2011;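 active = mean luciferase reporter signal, scaled so untreated is 0 and the glycosylation-blocking control 100, at or above a set limit in every replicate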;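 also: luciferase carries N-glycosylation sites so blocking glycosylation raises the light; 0% = median of neutral control wells and 100% = median of 100 nM tunicamycin wells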
# Cardio protect: cardioprotection against H2O2-induced cell death, primary screen, uHTS, H9c2 cells, ATPLite luminescence; H9c2 cardiomyocytes, H2O2 injury protection, 2 h; protection from H2O2 cell death, % at 20 µM; 360,000 compounds, 0.63% hits;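 active = compounds giving at least 50% protection of heart cells from peroxide-induced death in the single-dose screen, raw or plate-pattern-corrected value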;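 also: 0% = DMSO wells with peroxide and 100% = DMSO wells without peroxide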
# ABCB6 inh 2: ABCB6 transporter inhibitors, primary screen, K562-ABCB6 cells, flow cytometry, MLPCN library; ATP-binding cassette sub-family B member 6 (Homo sapiens), Q9NP58; K562-ABCB6 porphyrin accumulation, 1 h; stronger effect = lower value; fluorescence ratio to DMSO, % at 10 µM; 360,000 compounds, 0.19% hits;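 active = fluorescence ratio to DMSO below 75%, the collection mean minus 3 SD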;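 also: signal is porphyrin accumulated inside mitochondria; 100% equals median channel fluorescence of DMSO control wells; lower ratio means ABCB6 inhibition with less porphyrin fluorescence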
# m5-HT2A agonist: mouse Htr2a agonists via beta-arrestin recruitment, primary screen, cell-based, luminescence | 5-hydroxytryptamine receptor 2A (Mus musculus), P35363 | CHO-K1 mHTR2A beta-arrestin complementation; percent of 30 µM serotonin response | activation, % at 7.6 µM | AID 624169, 2012 | 360,000 compounds, 0.66% hits;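 active = activation above a run cutoff, the mean activation of all tested compounds plus 3 SD, cut at about 14% in these data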;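 also: 0% = plate median of compound wells and 100% = 30 µM serotonin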
# ABHD5 PLIN5 PPI: ABHD5-PLIN5 interaction inhibitors, primary screen, cell lysate, split luciferase complementation, luminescence. Perilipin-5 (Homo sapiens) + 1-acylglycerol-3-phosphate O-acyltransferase ABHD5 (Homo …. Split G. princeps luciferase complementation, 4 h. inhibition, % at 4 µM. 360,000 compounds, 0.78% hits;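 active = inhibition above the mean inhibition across every tested compound plus 3 SD, cut at about 22% in these data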;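 also: 0% = DMSO only wells and the 100% control is not disclosed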
# Target sequence (Q00G26 whole entry, looked up): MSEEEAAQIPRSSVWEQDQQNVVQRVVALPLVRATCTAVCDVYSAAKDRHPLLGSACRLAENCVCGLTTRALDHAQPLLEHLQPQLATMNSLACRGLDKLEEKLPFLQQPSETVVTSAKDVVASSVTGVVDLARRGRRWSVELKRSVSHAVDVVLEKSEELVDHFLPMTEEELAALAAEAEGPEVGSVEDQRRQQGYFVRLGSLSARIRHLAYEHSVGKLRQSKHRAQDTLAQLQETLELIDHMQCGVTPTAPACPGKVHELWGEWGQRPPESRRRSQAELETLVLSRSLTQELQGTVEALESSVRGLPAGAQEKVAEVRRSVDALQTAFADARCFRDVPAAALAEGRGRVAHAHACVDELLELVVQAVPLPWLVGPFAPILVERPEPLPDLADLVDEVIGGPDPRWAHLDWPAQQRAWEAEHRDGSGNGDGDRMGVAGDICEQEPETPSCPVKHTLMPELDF
# Target sequence (Q8WTS1 whole entry, looked up): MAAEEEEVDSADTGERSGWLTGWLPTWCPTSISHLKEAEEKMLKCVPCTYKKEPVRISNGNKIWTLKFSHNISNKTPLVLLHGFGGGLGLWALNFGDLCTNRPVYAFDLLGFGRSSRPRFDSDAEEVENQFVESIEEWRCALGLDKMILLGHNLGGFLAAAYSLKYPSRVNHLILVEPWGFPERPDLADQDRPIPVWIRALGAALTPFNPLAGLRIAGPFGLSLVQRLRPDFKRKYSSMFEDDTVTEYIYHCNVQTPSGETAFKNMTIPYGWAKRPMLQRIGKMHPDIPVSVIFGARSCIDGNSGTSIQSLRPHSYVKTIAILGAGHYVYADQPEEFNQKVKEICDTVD
# SRC2 inh: inhibition of GAL4-SRC2 driven luciferase reporter, primary screen, SRC2 inhibitor project, cell-based, luminescence. Nuclear receptor coactivator 2 (Homo sapiens), Q15596. HEK293 GAL4-SRC2 luciferase reporter. inhibition, % at 9 µM. 370,000 compounds, 0.17% hits;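 active = inhibition above the mean inhibition of all tested compounds plus 3 SD, set per campaign, cut at about 52% in these data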;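 also: 0% = DMSO treated cells and 100% = cells given Gossypol at 36 µM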
# TLR9-MyD88 block: inhibitors of TLR9-MyD88 association in cells, primary screen, cell-based, CHO, BLA complementation, fluorescence; AID 504734, 2011; Toll-like receptor 9 (Homo sapiens) + Myeloid differentiation primary response protein …; CCF4 FRET ratio; 340,000 compounds, 0.21% hits; inhibition, % at 4.98 µM;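 active = inhibition above the mean over all tested compounds plus 3 SD, cut at about 21% in these data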;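 also: 0% = DMSO only wells and 100% = clavulanate BLA inhibitor control wells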
# * hit, by the source's call; / = no result given. An excerpt; the hit share may differ from the screen's.
mol,NOD2 RIPK2 PPI,ABCB6 inh 2,Glyco luc inh,MC4R barr agon,m5-HT2A agonist,Cardio protect,SRC2 inh,ABHD5 PLIN5 PPI,MC4R antagonist,TLR9-MyD88 block
COC(=O)CC1C(=O)NCCN1C(=O)c1sc2ccccc2c1Cl (stereo not given),4.8,105.0,-0.9,0.3,-1.0,2.7,-2.0,-2.2,4.2,-4.1
COc1cc2nc(SCc3c(C)noc3C)n(CCC3=CCCCC3)c(=O)c2cc1OC,-4.6,96.0,2.4,-3.0,3.7,16.7,-30.2,-0.3,24.6,16.4
COc1ccc(-n2cc(-c3ccccc3)c3c(NCCCN4CCOCC4)ncnc32)cc1,-9.7,91.0,-5.5,-0.1,-6.4,11.6,10.0,5.3,19.5,-9.6
COCCOC(=O)C1=C(C)OC(N)=C(C#N)C1c1ccc2c(c1)OCO2 (stereo not given),-4.2,104.0,2.2,-2.1,-3.0,-1.6,-11.2,-4.7,-1.0,-0.6
CC1(c2ccccc2Br)NC(=O)N(CC(=O)NC2CCCCC2)C1=O (stereo not given),-7.5,94.0,2.8,-1.2,-3.1,-3.0,-0.7,5.9,-2.6,3.2
COC(=O)c1cc(NC2c3ccccc3C(=O)N2Cc2ccco2)cc(C(=O)OC)c1 (stereo not given),4.8,96.0,-0.1,1.0,2.6,0.3,-12.8,6.8,8.9,0.1
O=C(NCc1cccnc1)c1cc2ccccc2oc1=O,-6.0,97.0,3.5,0.5,-0.3,-10.7,17.6,0.8,9.7,-7.3
O=C(Nc1ccc2c(c1)OCCO2)c1cccc(Cl)c1,3.0,93.0,-7.3,-1.5,0.2,-12.2,-78.3,3.0,-5.8,-7.0
O=C(NCc1ccco1)c1cc(-c2cccnc2)nc2ccc(Cl)cc12,-2.6,87.0,-0.8,-1.5,3.4,74.0*,-53.1,16.6,-1.1,7.3
CCOc1ccc(/C(O)=C2/C(=O)C(=O)N(CCOCCO)C2c2ccccn2)cc1 (stereo not given),2.1,96.0,0.2,-0.8,2.5,2.4,-17.5,-0.5,11.9,-2.7
CCCc1cc(Nc2cccc(OC)c2)n2ncnc2n1,2.1,103.0,1.8,-1.6,-1.9,0.0,-26.4,2.6,-3.9,-0.5
Cc1ccc(S(=O)(=O)NCCNS(=O)(=O)c2ccccc2Br)cc1,-0.5,99.0,0.0,-3.1,0.7,1.5,8.7,1.9,-0.9,-4.8
Cc1cc(C)c2c(NC(=O)C3CC3)nn(C)c2n1,2.4,105.0,0.5,-1.7,1.2,0.4,-22.9,-3.6,1.4,3.0
COc1ccccc1C(=O)Nc1ccc(S(=O)(=O)N(C)c2ccccc2)cc1,-1.6,99.0,-1.0,-1.8,1.4,-0.6,-37.4,-6.2,10.2,2.9
O=C(CO/N=C/c1ccccc1O)N1CCc2ccccc21,-8.5,97.0,-0.2,0.0,-3.9,-0.4,-2.6,-5.9,0.3,2.7
O=C(NCc1cccc(CNC(=O)c2ccco2)c1)c1ccco1,-2.4,95.0,-0.8,-2.3,3.3,-5.8,-26.2,0.1,2.1,-5.0
c1ccc(COc2ncnc3c2ncn3CCCNC2CCN(Cc3ccccc3)CC2)cc1,13.0,99.0,-7.0,0.1,-0.4,-24.4,-4.1,5.8,5.3,6.9
Cc1ccsc1/C=N/n1c(-c2ccccc2)n[nH]c1=S,2.2,93.0,1.0,-3.4,-2.7,-1.9,6.2,-4.0,-1.3,2.2
CC12CCC3c4cc(CN5CCOCC5)c(O)cc4CCC3C1CCC2=O (stereo not given),6.3,94.0,-4.2,0.1,-3.1,2.8,-11.7,2.3,-5.3,-6.0
CC(=O)CC(C)(C)S(=O)(=O)c1ccc(NC(C)=O)cc1,-1.4,103.0,2.7,-2.0,4.7,2.6,6.8,-1.6,5.5,-9.3
CC(=O)c1ccc(N2Cc3ccccc3C2)cc1,-4.3,91.0,-10.2,0.6,-1.3,-6.8,-94.0,12.2,18.2,-12.2
O=C(C1CCN(S(=O)(=O)c2ccccc2)CC1)N1CCN(Cc2ccccc2)CC1,-4.6,105.0,-2.5,-0.9,-5.7,-1.7,7.3,11.5,-4.1,-15.5
COc1cccc(OCc2cc(C(=O)N3CCN(C(C)=O)CC3)no2)c1,-5.4,99.0,2.2,1.9,3.7,0.5,-40.0,-0.9,7.3,2.1
O=C(COC(=O)CCC1CCCC1)Nc1ccc(F)cc1,-6.5,106.0,0.6,0.9,-1.8,4.8,-4.9,1.0,1.8,-5.3
Cc1cccc(NC(=O)C(=O)N/N=C/c2ccncc2)c1,-9.9,97.0,2.9,-2.0,2.3,-2.1,-23.8,-1.0,-2.2,3.0
Cc1ccc(F)cc1C(=O)N1CCOCC1c1cc(C(=O)NCc2ccccc2)no1 (stereo not given),-6.0,96.0,-0.6,-0.6,2.3,4.3,5.0,7.2,-4.7,/
CCOC(=O)c1c(NC(=O)CSc2nnc(CNc3ccc(F)cc3)o2)sc(C)c1C,3.1,93.0,1.5,-2.1,2.2,-10.5,-2.4,4.0,5.2,-1.6
O=C(NC(=S)Nc1ccc(N2CCOCC2)cc1)c1cccc([N+](=O)[O-])c1,7.7,104.0,4.7,-1.3,-1.6,0.3,-5.8,-1.3,23.4,4.8
Cc1ccc(C)c(S(=O)(=O)NCc2ccc3c(c2)OCO3)c1,5.4,102.0,0.2,0.3,2.6,2.0,30.3,-2.4,-5.7,-5.7
Cc1ccc(S(=O)(=O)N2CCOCC2)cc1C(=O)OCC(=O)NC1CCCC(C)C1C (stereo not given),3.5,89.0,2.0,-3.3,-1.4,-4.1,16.7,-1.4,-1.7,-1.7
Cc1cccc(CCN2C(N(C)C)=NC[C@@H]2CC(C)C)c1,4.0,96.0,1.4,-0.3,5.0,-6.3,-51.3,6.9,5.2,-8.1
CC(O)(c1cccc(F)c1)c1nc(-c2cc3ccccc3o2)cs1 (stereo not given),1.2,96.0,-0.3,2.8,-1.1,-9.0,-1.0,-8.2,-0.8,/
COc1ccc(Cl)cc1S(=O)(=O)N(C)CC(=O)NCCCn1ccnc1,3.9,97.0,0.5,-6.6,-0.2,-2.0,-2.6,5.2,7.0,-42.7
O=C(Nc1ccnn1C1CCN(Cc2cccc(OCCO)c2)CC1)C1CCOC1 (stereo not given),0.9,94.0,0.8,-2.1,0.0,11.8,-39.4,-6.2,5.9,1.3
CCC(CC)NC(=O)CO/N=C/c1ccccc1OC(F)F,8.8,96.0,-1.7,-1.8,-4.8,0.2,-1.8,-3.4,-4.5,0.2
COc1cccc(NC(=O)COC(=O)c2nc(Cl)ccc2Cl)c1,-4.2,95.0,0.7,-2.8,0.5,7.8,-7.4,-2.8,-10.7,0.2
O=C(CCNS(=O)(=O)c1ccccc1)NNC(=O)COc1ccc(Cl)cc1,-0.9,96.0,-0.7,-1.1,5.3,-3.8,-2.3,7.1,15.8,-18.1
CC(C)C1S/C(=N/N=C/c2cccs2)NC1=O (stereo not given),-1.0,97.0,1.0,-0.3,1.3,27.1,-1.7,1.9,2.7,-0.6
O=C(N/N=C/c1cc(Cl)cc([N+](=O)[O-])c1O)c1cccc(S(=O)(=O)N2CCOCC2)c1,4.0,105.0,1.7,-6.3,-22.6,33.1,-11.3,12.6,-3.5,3.7
CCCC(CNC(C)=O)(C1=CCCCC1)c1ccccc1 (stereo not given),8.0,95.0,-2.3,-0.2,-1.1,-4.7,-11.2,-1.5,-1.5,-10.0
Cc1cccc(NC(=O)CSc2nnc(-c3ccccc3Br)o2)c1C,0.1,94.0,0.8,2.1,1.1,-8.7,-12.4,-13.1,12.9,2.8
Cc1cccc(C(=O)Oc2ccccc2/C=N/Nc2ccc([N+](=O)[O-])cc2)c1,1.1,108.0,0.7,9.2*,1.0,-10.4,-6.9,-2.3,8.9,-9.4
CCCCNC(=S)N/N=C1\CCCCc2ccccc21,-4.7,98.0,0.3,-1.6,5.8,-9.9,19.9,-3.3,6.4,-4.6
CCOC(=O)CSc1nnc(C)n1N,-10.0,94.0,3.9,0.5,0.6,3.1,-4.6,-0.2,-3.7,-6.1
CCOC(=O)c1c(C)oc2c1c(C=NCCO)c(O)c1ccccc12,-4.4,112.0,3.6,4.2,7.8,-28.9,0.4,-27.8,-5.5,-1.0
Cc1ccc2nc(-c3ccc(NC(=S)NCC(C)(C)CN(C)C)cc3)sc2c1,3.8,95.0,-15.3,-1.8,-12.1,-18.1,-41.2,21.4,2.3,2.2
CN1C(=O)/C(=C/c2cccc(Cl)c2)Sc2ccc(C(=O)NCc3cccnc3)cc21,-9.6,100.0,-7.4,-4.1,-12.0,6.4,3.0,4.4,2.1,-2.6
Cc1cc(=O)[nH]c2c(C)c(N)ccc12,-7.5,99.0,2.3,-0.8,1.4,1.2,-26.2,3.4,4.6,-6.9
CCn1c(=O)n(CC)c2cc(N3CCCC3)c(NC(=O)c3ccccc3)cc21,0.1,91.0,6.6,-1.5,-1.6,13.5,11.5,8.1,12.5,0.0
Cc1cccc(-c2noc(CN(C(=O)C(c3ccccc3)c3ccccc3)C(C)C)n2)c1,-20.5,98.0,-6.6,0.4,-1.3,-27.7,20.4,-5.4,19.3,-3.5
Cc1cccc(NC(=O)C2CC(O)CN2C(=O)OCc2ccccc2)c1 (stereo not given),-11.3,105.0,2.2,-0.8,-2.0,-2.5,-5.4,-3.3,-1.9,-2.8
Cc1ccc(C(=O)O[C@H](C(=O)O)[C@H](OC(=O)c2ccc(C)cc2)C(=O)O)cc1,5.8,97.0,3.5,-0.3,-0.5,-4.3,-4.9,0.8,2.7,-1.6
COc1ccc(CN(C)C(=O)c2ccc(Cl)c(S(=O)(=O)NCc3cccnc3)c2)cc1F,0.5,93.0,1.8,-1.2,-0.9,-4.2,0.0,2.2,-0.2,0.3

# Compound activity as filed in PubChem BioAssay.
